ERAP1 HTS inh: ERAP1 (human) enzyme inhibition. Q9NZ08. recombinant ERAP1, Leu-AMC fluorescence, 60 min. inhibition, % at 10.7 µM. 340,000 tested, 0.15% active. AID 652197;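 active = mean replicate inhibition of at least 30%, or all replicates individually reaching that 30% level; inactive = mean below 30% and not every replicate reaching it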;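 also: 0% = neutral control wells and 100% = L-leucinethiol positive control wells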
RAD54 branch: blocks human RAD54 Holliday junction branch migration; FAM/BHQ fluorescence; inhibition, % at 10.4 µM; 360,000 tested, 0.14% active;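 active = mean normalized replicate activity at least 40 and at least half of replicates scoring 40 or more; inconclusive = only one of the two criteria met; inactive = mean below 40 and under half of replicates reaching 40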;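 also: 0% = median of neutral control wells and 100% = median of positive control wells; inhibitors cause a drop in the FAM fluorescence signal; in these data hits start at about 50%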
Target sequence (Q92698 whole entry, looked up): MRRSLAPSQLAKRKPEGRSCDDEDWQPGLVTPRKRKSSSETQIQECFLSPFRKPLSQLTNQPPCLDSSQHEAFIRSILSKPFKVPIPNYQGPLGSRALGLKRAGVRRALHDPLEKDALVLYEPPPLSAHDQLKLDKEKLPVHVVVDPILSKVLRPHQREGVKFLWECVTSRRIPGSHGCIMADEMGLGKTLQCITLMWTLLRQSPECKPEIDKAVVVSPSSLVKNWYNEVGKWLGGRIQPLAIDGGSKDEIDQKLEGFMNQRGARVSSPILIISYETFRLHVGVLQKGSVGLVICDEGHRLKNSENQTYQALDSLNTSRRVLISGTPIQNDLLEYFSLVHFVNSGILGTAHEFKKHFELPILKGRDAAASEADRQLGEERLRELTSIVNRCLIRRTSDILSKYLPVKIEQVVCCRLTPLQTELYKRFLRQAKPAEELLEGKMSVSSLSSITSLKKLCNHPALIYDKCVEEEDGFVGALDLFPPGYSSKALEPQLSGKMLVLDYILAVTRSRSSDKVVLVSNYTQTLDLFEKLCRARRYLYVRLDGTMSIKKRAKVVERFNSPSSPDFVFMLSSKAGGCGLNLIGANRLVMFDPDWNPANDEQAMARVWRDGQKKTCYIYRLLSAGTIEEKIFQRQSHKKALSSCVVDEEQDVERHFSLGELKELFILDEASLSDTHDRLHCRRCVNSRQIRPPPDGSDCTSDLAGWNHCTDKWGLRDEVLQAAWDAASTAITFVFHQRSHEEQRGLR
PGC1a acetyl inh: PGC1a acetylation modulation, inhibitor mode; AID 651687; U2OS PGC1a acetylation, AlphaScreen anti-acetyl-lysine; with virally co-expressed GCN5 acetyltransferase; 350,000 tested, 0.17% active; inhibition, % at 15.6 µM;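 active = every replicate shows inhibition of at least 40%; inconclusive = mean inhibition at least 40% but some replicate below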;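 also: 0% = neutral control wells and 100% = positive control wells; some results beyond the cut were filed as inactive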
miR122 inh: blocks miR-122 activity in Huh7 sensor cells. activation (reporter increase), % at 12.5 µM. 340,000 tested, 0.3% active. Huh7 miR-122 Renilla luciferase sensor, 48 h; neutral wells = 0, positive control = 100;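 active = mean replicate activation score at least 90 and every replicate individually at or above 90; inconclusive = only one of the two criteria met; inactive = neither criterion met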;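 also: higher luciferase means less miR-122 activity so hits act as miR-122 inhibitors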
E-sel inducer: E-selectin induction on HUVECs; P16581; activation, % at 7.58 µM; 260,000 tested, 0.37% active; HUVEC E-selectin immunofluorescence imaging; normalized: neutral wells 0, TNF-alpha wells 100;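 active = mean E-selectin-positive cell signal at least 10% of the positive control, reached in at least 60% of replicates, without over 20% cell loss; inconclusive = no rule given, readout overlaps actives, possibly toxicity-flagged; inactive = the rest, including those meeting only one limit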;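 also: in these data hits start at about 27%; measured in HUVEC primary endothelial cells; signal is the percent of cells scored E-selectin positive by PE staining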
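Test system: HUVEC; input: 3,000 HUVEC/well; measured by: immunofluorescence imaging; read-out: % PE-positive cells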
RAD52 inh: blocks human RAD52 DNA annealing. P43351. 360,000 tested, 0.46% active. inhibition, % at 18.7 µM. recombinant RAD52 DNA annealing, FRET fluorescence;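 active = every replicate showing at least 50% inhibition; inconclusive = mean inhibition at least 50% but not in every replicate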
PglD inh: blocks C. jejuni PglD acetyltransferase activity; purified PglD enzyme, DTNB colorimetric CoA detection; inhibition, % at 12.5 µM; 360,000 tested, 0.098% active; AID 602405; in the data active = inhibition above about 16%, passing the limit was not always enough; inconclusive = no clear call, values can overlap the other calls; also: strong numbers were not always called active
Cneo AK release: causes C. neoformans cell lysis; adenylate kinase release luminescence, 4 h; normalised: neutral wells 0, clomiphene wells 100; lysis activity, % at 15 µM; 360,000 tested, 0.2% active;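 active = mean lysis activity across replicates of at least 80%, whatever share of replicates individually reach that level; inactive = mean lysis activity below 80%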
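Test system: log-phase Cryptococcus neoformans yeast cells; Quantity: yeast cell density of 5 × 10^6 cells/mL; Buffer or medium: YPD; Doses: single compound concentration per well; Timing: 4 h at 37 °C static, read 1 h later; Measured by: AK luminescence; Read-out basis: lysis from increased AK signal; Control set: Clomiphene as positive control.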
Active calls of the source: *; u = inconclusive; x = no result given; [ ] = remark or other dose.

no. | Structure | ERAP1 HTS inh | RAD54 branch | PGC1a acetyl inh | miR122 inh | E-sel inducer | RAD52 inh | PglD inh | Cneo AK release
1 | Cc1onc(-c2ccccc2Cl)c1C(=O)N1CCN(C)CC1 | -7 | -1 | x | x | 1.3 | -7 | 0 | 3
2 | COc1ccc2c3c([nH]c2c1)[C@@H](CO)N(C(=O)Nc1ccc(F)cc1)CC31CCN(Cc2cc(F)ccc2F)CC1 | -2 | x | 30 | x | 0.6 | 31 | x | x
3 | CC1CCC(=NO)C(=NO)C1 (stereo not given) | -1 | -10 | 4 | -1 | -0.3 | -9 | 3 | -1
4 | C[C@@H]1CN([C@H](C)CO)C(=O)c2cc(NS(=O)(=O)c3cccs3)ccc2O[C@@H](C)CCCCO[C@H]1CN(C)Cc1ccc(C(=O)O)cc1 | -3 | x | 9 | x | 0.1 | -2 | x | x
5 | CC(=O)NC(c1ccccc1)c1nc(-c2ccc(F)c(Cl)c2)cs1 (stereo not given) | 9 | -13 | x | -2 | 0.0 | -1 | -4 | -1
6 | Cc1cc(=O)n(C)c2ccc(S(=O)(=O)N3CCOCC3)cc12 | -2 | -3 | 15 | -1 | 0.2 | -13 | 0 | -3
7 | COc1ccc(OCC(=O)NNC(=O)c2cccnc2)cc1 | x | 9 | 6 | -1 | x | x | -2 | 0
8 | O=C(C[C@@H]1CC[C@@H]2[C@H](COC[C@H](O)CN2C(=O)Nc2ccc(C(F)(F)F)cc2)O1)NCC1CCCCC1 | -1 | -2 | -2 | -10[16.7 µM] | 0.7 | 8 | -1 | -3
9 | CCOC(=O)[C@@H]1[C@H]2COc3cc(OC)ccc3[C@@H]2N2C(=O)N(c3ccc(F)cc3)C(=O)[C@]12C | 6 | 9 | x | x | -0.2 | -14 | -6 | 1
10 | CN(C(=O)c1cccc(NC(=O)Cc2cccc(NC(=O)C3CCN(C(=O)C4CCC4)CC3)c2)c1)C1CC1 | 0 | 6 | 0 | 0 | x | -5 | -3 | 1
11 | NS(=O)(=O)c1ccc(CCNC(=O)c2ccc(=O)[nH]c2)cc1 | -2 | -8 | 4 | -11 | -0.2 | -5 | 2 | 0
12 | Cc1cc2ccccc2n1CCNC(=O)COc1ccc2ccccc2c1 | 4 | -2 | 0 | 0 | 52* | -1 | -2 | 2
13 | Cc1ccc(CNC(=O)CN(C)S(=O)(=O)c2ccc3c(c2)n(C)c(=O)c(=O)n3C)cc1 | x | 1 | 2 | x | x | x | 0 | -3
14 | C/C=C/c1ccc([C@H]2[C@@H](CO)N(C(=O)C3CC3)[C@H]2CN(C)C(=O)CC2CC2)cc1 | x | -1 | -1 | -67[16.7 µM] | 0.0 | -8 | 1 | 4
15 | CCOc1ccc(NC(=S)N(CCc2c(C)[nH]c3ccccc23)Cc2cccnc2)cc1 | -7 | 6 | -6 | -2 | 0.0 | -2 | -7 | 0
16 | Cc1ccc(SCC2CNc3nc4ccccc4c(=O)n32)c(C)c1 (stereo not given) | x | 3 | 4 | 3 | x | x | 6 | 0
17 | CCN(CC(=O)NCc1cccs1)S(=O)(=O)c1cccc(C(C)=O)c1 | x | 7 | -8 | -2 | x | x | -4 | 1
18 | Cc1ccccc1C(=O)Nc1ccnn1C1CCN(C(=O)C2CCOC2)CC1 (stereo not given) | 2 | 11 | x | x | 0.7 | -1 | -5 | -2
19 | COc1ccc(-c2c(S(=O)(=O)c3ccccc3)cnn2-c2ccccc2)cc1 | x | -2 | -11 | 1 | x | x | 1 | 12
20 | CCN(CCn1cccn1)C(=O)c1cc(COc2ccc(F)c(F)c2)on1 | -4 | -7 | -1 | -3 | x | -7 | 0 | 1
21 | COc1ccc(NC(=O)Nc2ccc3c(c2)[C@@H]2C[C@H](CC(=O)N4CCOCC4)O[C@H](CO)[C@@H]2O3)cc1 | x | -6 | -7 | -4[16.7 µM] | -0.2 | x | -5 | -3
22 | O=C(NNC(=O)c1ccc([N+](=O)[O-])cc1)c1ccc(NS(=O)(=O)c2cccs2)cc1 | -6 | 9 | -5 | -6 | 0.1 | -2 | 1 | -1
23 | COc1cc(C2C(C(C)=O)=C(O)C(=O)N2CCN(C)C)ccc1O (stereo not given) | x | 6 | 6 | 1 | x | x | -6 | -1
24 | O=C1C2(c3ccccc3)CN(CCCO)CC1(c1ccccc1)CN(CCCO)C2 | 8 | -6 | -5 | 3 | x | -10 | -2 | -1
25 | CCN(CC)C(=O)CSc1nc2cc(OC)c(OC)cc2c(=O)n1Cc1ccc(Cl)cc1 | x | -1 | -3 | -9 | x | x | -3 | -1
26 | CCOc1ccccc1NC(=O)c1ccc(S(=O)(=O)N(C)c2ccccc2)cc1 | -2 | 1 | 17 | -2 | x | -5 | -2 | -2
27 | Cc1ccc(/C=N/Nc2ccc(C(=O)O)cc2)s1 | -21 | 3 | 2 | 0 | 0.8 | -48 | 6 | -5
28 | Cn1c(SCC(=O)O)nc2sc3c(c2c1=O)CCC3 | 4 | 1 | x | -6 | x | -16 | -5 | -2
29 | O=C1N=c2ccccc2=C1c1sc(Nc2cccc(O)c2)nc1O | -1 | 1 | -4 | -2 | x | -3 | -4 | 3
30 | CCOC(=O)CSc1cc(CS(=O)c2ccc(Cl)cc2)nc(-c2ccccc2)n1 (stereo not given) | x | 5 | 4 | 5 | x | x | x | 4
31 | CCn1c(SCc2c(F)cccc2Cl)nnc1-c1ccco1 | 13 | -8 | 0 | x | x | -19 | 2 | 1
32 | CC(C)(C)c1ccc(OC(=O)c2ccc3nsnc3c2)cc1 | x | -7 | 4 | 1 | x | x | -1 | -1
33 | O=C(C[C@H]1C[C@@H]2c3cc(NC(=O)NC4CCCCC4)ccc3O[C@@H]2[C@H](CO)O1)NCc1ccncc1 | -6 | 5 | -2 | 0[16.7 µM] | 0.0 | 10 | 5 | -1
34 | Cc1noc(C)c1NC(=O)Nc1ccc2c(c1)C(=O)N([C@H](C)CO)C[C@H](C)[C@@H](CN(C)C(=O)Cc1ccccc1)OCCCC[C@@H](C)O2 | 0 | 7 | -3 | 3[16.7 µM] | 0.1 | -2 | 2 | 3
35 | O=C(NCCc1nnc2ccc(NCc3ccccc3Cl)nn12)c1ccccc1 | -1 | 8 | -2 | -13 | -1.8 | -21 | -4 | -1
36 | C=CCN1C(=O)C(Cc2ccc(F)cc2)S/C1=N/N=C/c1cccs1 (stereo not given) | x | -11 | -4 | 2 | x | x | 1 | 3

(cont.)
entry	SMILES	ERAP1 HTS inh	RAD54 branch	PGC1a acetyl inh	miR122 inh	E-sel inducer	RAD52 inh	PglD inh	Cneo AK release
37	COC(=O)c1cn(NC(=O)Cn2nc([N+](=O)[O-])c(Cl)c2C)c(=O)c2ccccc12	0	-7	7	-4	-0.3	-5	0	0
38	O=C(O)CSCC(=O)NCc1ccc(Cl)cc1Cl	3	x	u	-3	x	-6	x	x
39	CCc1ccc(-n2nc3cc(C)c(N)cc3n2)cc1	1	-2	6	-1	x	1	-3	-2
40	O=c1nc2c(-c3cccc(Br)c3)n[nH]n2c2ccccc12	0	-9	-2	1	x	-7	-5	-1
41	CCC(=O)Nc1ccc(S(=O)(=O)Nc2c(C)nc3nc[nH]n3c2=O)cc1	0	1	x	x	x	2	-2	-1
42	Cc1ccccc1OCCn1c(=O)oc2ccccc21	x	3	-3	-9	x	x	-2	0
43	COc1ccc(Cl)cc1NC(=O)CN(C)C(=O)c1ccc(COc2ccccc2)cc1	2	-1	-9	-4	x	-11	-1	x
44	CC(O)CSc1nc2c(c(=O)[nH]c(=O)n2C)n1Cc1ccccc1 (stereo not given)	3	7	13	-5	1.6	-5	4	0
45	COC(=O)c1cccc(C23CC4(C2)[C@H](CN(Cc2ccc(C(F)(F)F)cc2)[C@@H]4c2ccccc2)C3c2ccccc2)c1 (stereo not given in full)	x	-6	4	3	x	x	-5	-1
46	C[C@@H]1CN([C@H](C)CO)C(=O)c2ccccc2-c2ccccc2CO[C@H]1CN(C)C(=O)[C@H](Cc1ccccc1)N(C)C	-2	-1	-5	x	0.1	1	-1	5
47	O=C(C[C@@H]1C=C[C@@H](NC(=O)CCN2CCCCC2)[C@H](CO)O1)Nc1nccs1	0	-8	0	4[16.7 µM]	-0.1	11	-2	0
48	Cc1cc2nc(-c3ccc(Cl)cc3)c(Cc3cccc(F)c3)n2c(C)c1Br	x	3	2	5	x	x	0	-1
49	CC(=O)N(C)C[C@@H]1Oc2cc(-c3ccncc3)ccc2S(=O)(=O)N([C@@H](C)CO)C[C@H]1C	3	1	-4	-3[16.7 µM]	-0.1	3	-2	5
50	COc1ccc2cc(C(=O)N3CCN(c4cccc(C)c4C)CC3)[nH]c2c1	-1	1	0	-4	-0.2	-10	-6	0
51	CN(Cc1ccccc1)Cc1nc2c(c(=O)n(C)c(=O)n2C)n1CCCc1ccccc1	x	-4	-33	-1	x	x	-6	0
52	CO[C@H]1CN(C)C(=O)c2cc(NC(=O)Nc3cccc(F)c3)ccc2OC[C@@H](C)N(C(=O)Nc2c(C)noc2C)C[C@@H]1C	-2	-16	0	x	0.3	3	0	-2
53	Nn1cc(-c2ccccc2)nc1SCC(=O)N1CCN(S(=O)(=O)c2ccccc2)CC1	x	4	-5	-3	x	x	-6	-3
54	CCOC(=O)[C@H]1[C@H]2COc3ccc(Br)cc3[C@@H]2N2C(=O)c3c(C)cc(C)cc3NC(=O)[C@@]12C	2	-5	-15	-1	6.4	-14	-2	-1
55	COC(=O)C1=C(C)Nc2ccc(C)cc2S1	x	-6	x	x	-0.1	-9	9	-5
56	Cc1c(NC(=O)c2cccc(-c3cc4ccccc4oc3=O)c2)cccc1-c1nc2ncccc2o1	-7	-7	-4	-3	-0.1	-16	-4	-5
57	Cc1ccc2nc(CSc3nnc(Nc4ccccc4C)s3)cc(=O)n2c1	6	7	x	7	x	-30	5	2
58	Cc1noc(C)c1S(=O)(=O)Nc1cccc2c1O[C@H](CN(C)C(=O)Nc1ccc3c(c1)OCO3)[C@H](C)CN([C@H](C)CO)C2=O	4	-8	8	-2[16.7 µM]	0.0	-12	-7	1

Reformatted with one line to a screen: entries from further up
41	CCC(=O)Nc1ccc(S(=O)(=O)Nc2c(C)nc3nc[nH]n3c2=O)cc1
42	Cc1ccccc1OCCn1c(=O)oc2ccccc21
43	COc1ccc(Cl)cc1NC(=O)CN(C)C(=O)c1ccc(COc2ccccc2)cc1
44	CC(O)CSc1nc2c(c(=O)[nH]c(=O)n2C)n1Cc1ccccc1 (stereo not given)
45	COC(=O)c1cccc(C23CC4(C2)[C@H](CN(Cc2ccc(C(F)(F)F)cc2)[C@@H]4c2ccccc2)C3c2ccccc2)c1 (stereo not given in full)
46	C[C@@H]1CN([C@H](C)CO)C(=O)c2ccccc2-c2ccccc2CO[C@H]1CN(C)C(=O)[C@H](Cc1ccccc1)N(C)C
47	O=C(C[C@@H]1C=C[C@@H](NC(=O)CCN2CCCCC2)[C@H](CO)O1)Nc1nccs1
48	Cc1cc2nc(-c3ccc(Cl)cc3)c(Cc3cccc(F)c3)n2c(C)c1Br

| compound no. | 41 | 42 | 43 | 44 | 45 | 46 | 47 | 48 |
| --- | --- | --- | --- | --- | --- | --- | --- | --- |
| ERAP1 HTS inh | 0 | x | 2 | 3 | x | -2 | 0 | x |
| RAD54 branch | 1 | 3 | -1 | 7 | -6 | -1 | -8 | 3 |
| PGC1a acetyl inh | x | -3 | -9 | 13 | 4 | -5 | 0 | 2 |
| miR122 inh | x | -9 | -4 | -5 | 3 | x | 4[16.7 µM] | 5 |
| E-sel inducer | x | x | x | 1.6 | x | 0.1 | -0.1 | x |
| RAD52 inh | 2 | x | -11 | -5 | x | 1 | 11 | x |
| PglD inh | -2 | -2 | -1 | 4 | -5 | -1 | -2 | 0 |
| Cneo AK release | -1 | 0 | x | 0 | -1 | 5 | 0 | -1 |
